Yp Topo-I inh: inhibitors of Yersinia pestis topoisomerase I | Y. pestis Topo-I cleavage product accumulation, plate reader | activity, % at 10 µM | 360,000 tested, 0.064% active | AID 504884; in the data active = activity above about 50%, passing the limit was not always enough; inconclusive = no clear call, values can overlap the other calls; note: inactives centre near 2
DUSP3 inh: DUSP3 (human) phosphatase inhibition; inhibition, % at 13.3 µM; P51452; recombinant VHR phosphatase, pNPP absorbance; 290,000 tested, 0.52% active; in the data active = inhibition above about 50%; note: some compounds called inactive have numbers as strong as hits
Target sequence (P51452 whole entry, looked up): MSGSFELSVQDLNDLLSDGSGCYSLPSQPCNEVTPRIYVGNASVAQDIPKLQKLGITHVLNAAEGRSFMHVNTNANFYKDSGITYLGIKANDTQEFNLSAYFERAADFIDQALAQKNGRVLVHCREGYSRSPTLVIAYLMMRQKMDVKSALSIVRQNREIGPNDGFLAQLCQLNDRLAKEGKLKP
Anthrax LF prot: anthrax lethal factor protease inhibition; AID 588501; P15917; inhibition, % at 10 µM; 360,000 tested, 0.12% active; multiplex microsphere protease cleavage assay, LF; in the data active = inhibition above about 30%; inconclusive = no clear call, values can overlap the other calls; note: plate controls were buffer without enzyme for full effect and enzyme alone for no effect
Target sequence (P15917 whole entry, looked up): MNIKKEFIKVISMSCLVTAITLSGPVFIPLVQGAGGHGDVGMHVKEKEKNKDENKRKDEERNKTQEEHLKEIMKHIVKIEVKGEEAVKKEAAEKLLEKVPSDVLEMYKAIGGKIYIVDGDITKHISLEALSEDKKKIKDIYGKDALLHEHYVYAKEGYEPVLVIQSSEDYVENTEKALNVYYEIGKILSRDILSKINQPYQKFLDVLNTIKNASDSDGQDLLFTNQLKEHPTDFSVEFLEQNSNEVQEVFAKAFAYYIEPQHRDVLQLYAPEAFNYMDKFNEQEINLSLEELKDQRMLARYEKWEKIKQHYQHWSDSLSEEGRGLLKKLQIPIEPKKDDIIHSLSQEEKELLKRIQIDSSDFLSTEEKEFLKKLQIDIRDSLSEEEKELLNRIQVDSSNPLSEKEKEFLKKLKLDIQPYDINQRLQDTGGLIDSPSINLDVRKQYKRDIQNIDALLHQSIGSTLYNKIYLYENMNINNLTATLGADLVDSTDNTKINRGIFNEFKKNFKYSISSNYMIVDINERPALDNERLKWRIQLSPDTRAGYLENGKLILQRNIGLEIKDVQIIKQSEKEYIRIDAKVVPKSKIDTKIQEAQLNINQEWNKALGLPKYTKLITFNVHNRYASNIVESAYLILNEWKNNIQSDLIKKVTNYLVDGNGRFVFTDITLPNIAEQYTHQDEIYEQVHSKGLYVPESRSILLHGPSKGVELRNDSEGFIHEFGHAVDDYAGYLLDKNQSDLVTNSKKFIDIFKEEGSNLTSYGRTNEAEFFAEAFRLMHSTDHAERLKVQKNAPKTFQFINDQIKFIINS
SARS 3CLpro inh: SARS-CoV 3CLpro protease inhibition | 290,000 tested, 0.14% active | recombinant SARS-CoV 3CLpro, quenched FRET peptide cleavage | inhibition, % at 6 µM; in the data active = inhibition above about 12%
MazEF act: MazEF (E. coli) toxin RNase activation. P0AE70. FAM/BHQ RNA-DNA oligo cleavage fluorescence, 5 h. activation, % at 20 µM. 350,000 tested, 0.32% active. AID 504720; in the data active = activation above about 50%
PriA SSB inh: blocks PriA binding to SSB C-terminal tail; AlphaScreen SSBct-PriA binding, biotinylated peptide; inhibition, % at 33 µM; 430,000 tested, 0.6% active; AID 1272365; in the data active = inhibition mostly above about 37%, no sharp cut-off; inactive = mostly below about 20%;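 note: plate controls were negative control peptide for no effect and reference peptide for full effect; strong numbers were not always called active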
PfHsp40 yeast: restores yeast growth despite PfHsp40 toxicity | AID 504582 | S. cerevisiae expressing PfHsp40, growth rescue, ATP luminescence | growth rescue, % at 12.5 µM | 340,000 tested, 0.68% active; in the data active = growth rescue above about 28%, passing the limit was not always enough; inconclusive = no clear call, values can overlap the other calls;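 note: yeast W303a lacking pdr1 and pdr3 grown in galactose medium; growth measured after three days at 30 °C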
Vc quorum ag: induces V. cholerae light production without autoinducers; activation, % at 18.7 µM; 350,000 tested, 0.16% active; AID 588436; V. cholerae BH1578 lux reporter, luminescence, 6 h; in the data active = activation mostly above about 9.7%, no sharp cut-off; inconclusive = no clear call, values can overlap the other calls; inactive = mostly below about 3.7%; note: not every result past the cut was called active; inactives centre near 0; reference of the scale not given here
TcdB GH inh: TcdB glycohydrolase inhibition. P18177. TcdB glycohydrolase enzymatic assay, plate reader. 350,000 tested, 0.24% active. inhibition, % at 9.99 µM. AID 652162; in the data active = inhibition above about 10%
Rv3671c inh: inhibitors of M. tuberculosis serine protease Rv3671c | inhibition, % at 5.96 µM | P9WHR9 | 320,000 tested, 0.048% active; in the data active = inhibition above about 38%;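 note: extracellular domain of Rv3671c used as enzyme; 0% = enzyme with DMSO and 100% = no enzyme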
* = called active by the depositor; i = inactive; ? = inconclusive; · = not tested or not shown; + = active, no number; & = joins results of further samples. Only part of the results is shown. The share of hits here may be higher or lower than overall.

Compound	Yp Topo-I inh	DUSP3 inh	Anthrax LF prot	SARS 3CLpro inh	MazEF act	PriA SSB inh	PfHsp40 yeast	Vc quorum ag	TcdB GH inh	Rv3671c inh
c1ccc(Oc2cccc3cccnc23)nc1	-2	27	18	0	-3	-9	-0.3	0.6	0.1	-3
COc1ccc(C)cc1N(CC(=O)Nc1cccc(N(C)S(C)(=O)=O)c1)S(C)(=O)=O	1	-8	-6	0	-4	9	2.3	5.9	1.1	7
CCN(CC(=O)Nc1c(F)cccc1F)C(=O)c1ccc(COc2ccccc2)o1	3	·	4	·	5	-10	-1.2	-12	0.3	10
O=C(Oc1c(Br)cc(Br)c2cccnc12)N1CCCCC1	43	3	-8	5	-10	-29	2.0	-0.1	0.9	-13
O=C(CSc1nnc(-c2ccccc2F)n1C1CC1)N1CCCC1	1	·	-2	·	0	·	·	-0.2	-1.0	·
CCOc1cc(/C=N/NS(=O)(=O)c2ccccc2)ccc1OS(=O)(=O)c1ccc(C)cc1	16	6	-1	4	-1	·	1.8	-1.7	·	-20
CC(=O)NN1C(=O)c2ccccc2NC1c1cccc([N+](=O)[O-])c1 (stereo unspecified)	-4	·	5	-2	7	8	-0.3	-0.3	4.5	-4
Cc1nc2scc(-c3ccc(Cl)cc3)c2c(=O)n1N	-5	6	-1	0	1	-16	-0.4	-1.3	0.5	-5
O=C(Nc1ccccc1)C1CCCN1/C=C/C(=O)C(F)(F)F (stereo unspecified)	-2	-3	-2	0	-5	-9	-0.3	-0.3	0.6	0
CCOC(=O)c1cn(Cc2c(C)c(C)c(C)c(C)c2C)nn1	2	2	-2	-5	4	-6	0.9	-0.2	0.0	3
O=C(COC(=O)/C=C/c1cc(Br)ccc1F)Nc1ccc2[nH]c(=O)[nH]c2c1	8	·	-4	·	-12	-3	0.8	-1.2	1.6	-11
COc1cc([N+](=O)[O-])cc(/C=N/NC(=O)c2cncc(Br)c2)c1O	2	45	0	-1	-7	·	780*	i	-2.8	18
CSCc1nc2scc(-c3ccccc3)c2c(=O)[nH]1	-7	0	-4	-9	-5	-11	-0.1	i	0.4	·
NCCNC(=O)c1c(O)c2cccc3c2n(c1=O)CCC3	-2	13	12	-5	8	6	6.2	0.7	-1.5	·
Cc1[nH]n(C(N)=S)c(=O)c1N=Nc1ccc(Br)cc1	3	-2	1	-2	2	-9	-2.3	0.6	-0.7	14
Cc1ccc(NC(=O)c2ccoc2C)cc1C	-4	0	-1	1	-2	-2	-1.8	-0.3	·	-13
CCOc1cc(/C=N/NC(=O)c2ccncc2)cc(Cl)c1OS(C)(=O)=O	-7	5	-2	-7	1	·	-1.0	-0.6	0.9	-15
O=C(CCC(=O)c1cccs1)NCc1ccncc1	0	26	-2	0	1	-3	-0.3	0.0	-0.3	4
S=C(NC1CCCCC1)N1CCC(c2cnc[nH]2)CC1	2	·	-5	·	7	4	3.5	i	0.4	-1
Clc1ccc(-c2csc3ncnc(N4CCc5ccccc5C4)c23)cc1	-8	-7	1	-5	-26	2	-0.9	-0.4	0.6	2
Cc1cccc(N2CCN(C(=O)Cc3c(C(=O)O)[nH]c4ccc(Cl)cc34)CC2)c1C	5	23	-4	0	3	8	-0.4	i	·	6
COc1cc(N=c2ssnc2Cl)c(OC)cc1Cl	-3&5	15	-6&-4	-3	-11&-4	26	3.3&-1.6	-0.6&-2.1	-0.3	5&-15
CC(C)n1nccc1N(Cc1ccc(Br)cc1)S(=O)(=O)c1ccccc1	-11	-4	-2	4	-25	-2	-1.6	-0.3	-2.2	4
C[C@H]1C=C(C(=O)NCc2nc3ccccc3[nH]2)O[C@@H](OCCCCO)C1	4	·	-6	·	6	-10	0.2	i	·	1
Cc1nc(CCNC(=O)COc2ccccc2)cs1	-7	9	1	6	10	-7&-12	-1.0	-0.2	-0.4	6
O=C(NCCO)c1ccc2nc(Cc3cccc(Cl)c3)oc2c1	5	-28	0	-2	5	6	0.7	-0.3	-0.5	4
COc1ccc(S(=O)(=O)N2CCC(C(=O)N[C@H](C(=O)N3CCCC3)C(C)C)CC2)cc1	8	-14	-2	-4	3	-5	-0.7	-0.3	0.0	-2
O=C(Cn1cc(C(F)(F)F)ccc1=O)N1CCc2ccccc2C1	-9	·	-3	·	-1	2	-1.6	i	1.6	-2
CCCCNc1nc(CC(C)=O)ns1	1	-37	-3	-4	4	-20	0.1	i	·	6
COc1ccc(NC(=S)N(Cc2cccnc2)Cc2ccco2)cc1	1	18	2	4	-11	1	-1.3	3.1	-0.9	6
O=C(NCCC(=O)N1CCN(c2ccccc2O)CC1)c1ccc(Br)cc1	20	·	-2	·	8	-4	301*	i	2.1	6
CCN1CCN(C(=O)c2cc3nc(-c4ccccc4)cc(C(F)(F)F)n3n2)CC1	12	-11	-1	-3	-2	1	-2.2	-0.4	2.0	5
CN(CC(=O)Nc1ccc(Cl)cc1)C(=O)CCc1c[nH]c2ccccc12	-10	17	-1	4	11	12	1.7	-0.3	0.1	-1
O=C(N/N=C/c1ccc2c(c1)OCO2)c1cc(-c2ccccc2)nc2ccccc12	-9	18	0	-1	-16	·	2.3	i	0.3	-53
O=C(Nc1nnc(-c2ccccc2)s1)c1ccccc1O	0	13	-2	2	2	-10	-1.0	i	0.1	15
CC(=O)Nc1ccc(NC(=O)c2ccc(COc3ccccc3Br)o2)cc1	13	-6	-7	3	-61	-16	1.3	-0.8	2.0	·
COc1ccc(OC)c(CN2CCN(C(=O)c3ccc(S(=O)(=O)N4CCCCCC4)cc3)CC2)c1	9	·	-4	·	10	·	·	-5.6	0.4	·
CCCCOc1ccccc1C1NC(=O)CCC1[N+](=O)[O-] (stereo unspecified)	1	11	-8	1	3	-1	1.8	i	1.0	5
COc1ccc(/C(O)=C2/C(=O)C(=O)N(CC3CCCO3)C2c2ccc(O)c(OC)c2)cc1 (stereo unspecified)	4	22	-2	-3	18	·	0.0	-1.0	-0.7	-3
Cc1cc(C)n(CC(=O)N/N=C/c2ccc([N+](=O)[O-])s2)n1	-13	-5	-5	0	0	·	-0.2	-0.2	0.5	-18
CCOC(=O)c1c(-c2ccc(C)s2)csc1NC(=O)c1cccs1	-6	4	-2	4	-5	-2&-18	-0.9	0.0	·	-4
CC1(C)NC(=O)N(CCCOc2ccccc2Br)C1=O	12	51*	0	4	-30	-8	1.6	-0.2	·	1
CCOC(=O)Cn1c(=O)n(Cc2ccc(OC)cc2)c(=O)c2cccnc21	10	-2	16	-1	3	-10	-2.2	i	0.6	-9
Cc1ccc(N(CC(=O)NCc2ccco2)C(=O)CNS(=O)(=O)c2ccc(F)cc2)c(C)c1	9	10	0	6	-11	6	1.4	-0.2	-0.3	-1
O=c1c2c(nc3c(-c4cccc5ccccc45)c[nH]n13)CCC2	7	10	-1	-4	1	-7	0.2	i	·	-6
CC1=C[C@@H](C)[C@@H](c2ccc(C(F)(F)F)cc2)OC1=O	-1	20	-2	-7	6	-7	0.5	-5.9	1.6	0
CC(=O)Nc1ccc(N2C(C(C)=O)=NN(c3ccccc3)C2c2cccs2)cc1 (stereo unspecified)	4	-3	1	-2	-22	-24	0.6	i	·	3
CC(C)(C)OC(=O)NCc1ccc(NC(=O)c2nc[nH]c2C(=O)NCCN(CCNC(=O)c2[nH]cnc2C(=O)Nc2ccc(CNC(=O)OC(C)(C)C)cc2)CCNC(=O)c2[nH]cnc2C(=O)Nc2ccc(CNC(=O)OC(C)(C)C)cc2)cc1	?	·	-3	·	-162	-1	-1.4	i	0.9	-162
CCN(CC)S(=O)(=O)c1ccc(C(=O)NC(C)(C)C)cc1	-2	7	-9	-1	-2	-5	-1.3	i	6.5	1
Cc1ccc(C)c(NC(=O)c2sc(Cl)nc2-c2ccccc2)c1	20	-28	-6	-1	0	-16	0.0	·	·	-10

Later entries
Compound	Yp Topo-I inh	DUSP3 inh	Anthrax LF prot	SARS 3CLpro inh	MazEF act	PriA SSB inh	PfHsp40 yeast	Vc quorum ag	TcdB GH inh	Rv3671c inh
O=S(=O)(Cc1cc(-c2ccc(Cl)cc2)no1)c1ccccc1	5	-2	0	-3	3	-7	-2.7	i	·	9
CN1/C(=C/C=C(C#N)C#N)C(C)(C)c2ccccc21	10	2	3	7	+	5	0.1	2.3	-5.6	-34
Cc1cc(C=C2C(=O)c3ccccc3C2=O)c(C)n1-c1cccc(C(=O)O)c1	-4	23	-3	2	-7	0	-0.9	i	1.9	-12
CC(C)(C)NC(=O)Nc1ccccc1C(N)=O	4	-5	-6	0	8	-1	1.5	i	·	-5
Cc1nccn1CC1CCc2c(c3ccccc3n2C)C1=O (stereo unspecified)	-5&0	10	0&-6	-1	9&10	5	1.0&-0.1	-0.1	0.7&2.7	2&0
CCOc1ccc(-n2c(COc3ccc(C)cc3)nnc2SCC(N)=O)cc1	23	6	8	1	0	-6	0.2	·	·	-7
COc1ccc(-n2c(NNC(C)=O)nc3sc4c(c3c2=O)CCCC4)cc1	6	1	10	0	4	-7	-0.5	-0.6	0.5	0
Cc1cc(C)c[n+](CC(=O)c2ccccc2)c1	3	-4	8	4	1	-15	-0.7	i	-0.3	·
COc1cccc(NC(=O)Cn2c3ccc(OC)cc3c3nc4n(c(=O)c32)CCS4)c1	0	-4	0	5	12	2	0.2	-1.1	0.0	-1
N#Cc1cc(Sc2ccccn2)c([N+](=O)[O-])cc1C#N	3	7	0	-18	-4	-2	-0.2	-0.4	-0.3	0

Record cards (already shown). Order of values: Yp Topo-I inh, DUSP3 inh, Anthrax LF prot, SARS 3CLpro inh, MazEF act, PriA SSB inh, PfHsp40 yeast, Vc quorum ag, TcdB GH inh, Rv3671c inh
N#Cc1cc(Sc2ccccn2)c([N+](=O)[O-])cc1C#N in the list: 3, 7, 0, -18, -4, -2, -0.2, -0.4, -0.3, 0
CN1/C(=C/C=C(C#N)C#N)C(C)(C)c2ccccc21 in the list: 10, 2, 3, 7, +, 5, 0.1, 2.3, -5.6, -34

Next results.
Compound	Yp Topo-I inh	DUSP3 inh	Anthrax LF prot	SARS 3CLpro inh	MazEF act	PriA SSB inh	PfHsp40 yeast	Vc quorum ag	TcdB GH inh	Rv3671c inh
CC(C)CNc1ncnc2c1ncn2[C@H]1CN(Cc2ccc(-c3ccccc3)cc2)C[C@@H](CO)O1	26	·	-1	·	·	·	·	0.9	1.1	·
CC(C)N=c1cc2n(-c3ccc(Cl)cc3)c3ccccc3nc-2cc1Nc1ccc(Cl)cc1	-35	·	-99	·	-438	90	-0.1	-0.3	1.1	24
COc1ccc(CC(=O)OCC(=O)N2N=C(c3ccccc3)CC2c2ccc(OC)cc2)cc1 (stereo unspecified)	31	7	-4	8	-6	2	14	-0.2	·	-4
C=CCn1c(SCC(=O)O)nc2sc(CC)cc2c1=O	-7	30	-8	4	7	-15	-0.6	i	0.4	-10
O=c1c2ccccc2oc2ccc(C#CC3(O)CCCCC3)cc12	32	·	5	·	7	-12	3.8	i	1.7	-14
O=C(c1cc(-c2ccccn2)nc2ccc(Cl)cc12)N1CCN(CCc2ccccc2)CC1	2	48	0	0	1	7	-0.5	i	0.0	-4
O=c1[nH]c2cccnc2n(CCNc2ncc(C(F)(F)F)cc2Cl)c1=O	9	23	-1	-5	4	5	-1.8	i	1.1	2
CCOc1ccc(NC(=O)CSc2nnc(C)n2Cc2ccccc2)cc1	2	4	-4	-4	-1	11	0.0	-0.4	·	-2
COc1cc(/C=C2\SC(=O)N(CCN)C2=O)ccc1OS(=O)(=O)c1cc(C)ccc1C	-39	-2	-3	10	3	21	0.3	-0.7	3.1	·
CC(C)C(=O)Nc1cccc(C(=O)Nc2ccc3c(c2)OCO3)c1	-9	4	-3	-4	0	-7	-0.4	i	·	4
CSc1nc(N2CCN(C)CC2)c2c(c1C#N)CC(C)(C)OC2	4	17	-11	4	4	-1	1.4	-0.7	0.3	1
C=CCNC(=O)/C(C#N)=C/c1ccccc1OCc1ccc(C(=O)OC)cc1	20	30	-1	-3	4	-2	0.1	-0.2	0.5	-6

Screening results: PubChem BioAssay, several laboratories
